MT1-MMP act inh: blocks activation of human MT1-MMP; P50281; GFP/RFP ratio change, % at 20 µM; hit rate 0.061% among 360,000; HT1080 RFP-PRO-GFP cells, GFP/RFP ratio fluorescence, overnight; percent of plate control window, DMSO zero;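 active = GFP/RFP ratio change of at least 30% with cell ATP level not reduced by more than half and red fluorescence within 50% of control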; also: strong numbers were not always called active
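Material – HT1080 RFP-PRO-GFP cells · Control set – DMSO wells and RFP-L50D-GFP cells · Incubation – overnight cell settling, then overnight compound exposure, 37 °C, 5% CO2 · Compound dosing – single-point 20 µM compound, 1% DMSO · Read-out – GFP/RFP fluorescence ratio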
CSN inh: inhibitors of human CSN-mediated cullin deneddylation; Purified CSN, SCF-Nedd8-OG deneddylation, fluorescence polarization; hit rate 0.38% among 360,000; Q92905; inhibition, % at 12.5 µM; AID 651999;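 active = pattern-corrected inhibition above about 35%, with an unprinted fluorescence ratio check between 0.5 and 1.5, limit read from the data, passing the limit was not always enough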;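 also: 0% = enzyme with substrate and 100% = substrate without enzyme; some results filed as inactive read as strong as hits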
Target sequence (Q92905 whole entry, looked up, one chain of several): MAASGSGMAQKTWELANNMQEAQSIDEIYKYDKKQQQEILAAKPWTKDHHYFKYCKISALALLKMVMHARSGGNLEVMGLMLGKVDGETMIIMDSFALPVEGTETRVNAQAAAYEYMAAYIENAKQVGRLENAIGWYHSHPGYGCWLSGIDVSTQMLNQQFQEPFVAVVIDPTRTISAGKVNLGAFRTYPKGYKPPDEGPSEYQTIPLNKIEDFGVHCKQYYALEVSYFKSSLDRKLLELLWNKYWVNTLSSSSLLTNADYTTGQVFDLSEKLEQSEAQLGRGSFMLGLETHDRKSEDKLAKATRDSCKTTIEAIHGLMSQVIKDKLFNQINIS
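Detection – fluorescence polarization · System – HEK293T-derived human Csn5 enzyme · Controls – substrate-only high control, full reaction low control · Timing – 90 min, room temperature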
E coli Lon inh: inhibits E. coli Lon protease; hit rate 0.42% among 360,000; AID 602123; inhibition, % at 7.94 µM; purified E. coli Lon protease, fluorescence polarization; in the data active = inhibition above about 13%, passing the limit was not always enough;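 also: 0% = enzyme with probe and DMSO and 100% = no enzyme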
Rin1 Abl inh: human Rin1-Abl interaction inhibition; AID 588664; hit rate 0.4% among 360,000; inhibition, % at 7.35 µM; TR-FRET Rin1/Abl binding, biochemical; P00519+Q13671; in the data active = inhibition above about 5%, passing the limit was not always enough
bovine MsrA act: activators of bovine methionine sulfoxide reductase A | purified bovine MsrA, absorbance read-out | activation, % at 10.6 µM | hit rate 0.3% among 360,000; in the data active = activation above about 7.5%;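 also: 0% = vehicle and 100% = reference activator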
FAS-TE inh: FAS thioesterase (human) inhibition; AID 602261; hit rate 0.67% among 360,000; P49327; inhibition, % at 15 µM; recombinant FAS-TE, OMFH fluorogenic substrate, fluorescence endpoint;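 active = compounds whose normalised, plate-corrected inhibition of enzyme fluorescence in the single-dose primary screen is 50% or more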;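 also: 0% = DMSO with enzyme and 100% = substrate without enzyme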
MsrA inh: bovine MsrA inhibition; inhibition, % at 15.5 µM; purified bovine MsrA, absorbance read-out; hit rate 0.75% among 360,000; in the data active = inhibition above about 4.5%;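 also: 0% = vehicle wells with enzyme and 100% = reference inhibitor wells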
PABP1 MLLE inh: inhibitors of microRNA-mediated deadenylation, human PABP1 MLLE binding | inhibition, % at 20 µM | AID 588489 | P11940 | hit rate 0.36% among 360,000 | GST-MLLE / FITC-PAM2 fluorescence polarization; in the data active = inhibition above about 35%, passing the limit was not always enough;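 also: plate controls were DMSO wells with GST-MLLE for no effect and wells lacking GST-MLLE protein for full effect; some results filed as inactive read as strong as hits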
Target sequence (P11940 whole entry, looked up): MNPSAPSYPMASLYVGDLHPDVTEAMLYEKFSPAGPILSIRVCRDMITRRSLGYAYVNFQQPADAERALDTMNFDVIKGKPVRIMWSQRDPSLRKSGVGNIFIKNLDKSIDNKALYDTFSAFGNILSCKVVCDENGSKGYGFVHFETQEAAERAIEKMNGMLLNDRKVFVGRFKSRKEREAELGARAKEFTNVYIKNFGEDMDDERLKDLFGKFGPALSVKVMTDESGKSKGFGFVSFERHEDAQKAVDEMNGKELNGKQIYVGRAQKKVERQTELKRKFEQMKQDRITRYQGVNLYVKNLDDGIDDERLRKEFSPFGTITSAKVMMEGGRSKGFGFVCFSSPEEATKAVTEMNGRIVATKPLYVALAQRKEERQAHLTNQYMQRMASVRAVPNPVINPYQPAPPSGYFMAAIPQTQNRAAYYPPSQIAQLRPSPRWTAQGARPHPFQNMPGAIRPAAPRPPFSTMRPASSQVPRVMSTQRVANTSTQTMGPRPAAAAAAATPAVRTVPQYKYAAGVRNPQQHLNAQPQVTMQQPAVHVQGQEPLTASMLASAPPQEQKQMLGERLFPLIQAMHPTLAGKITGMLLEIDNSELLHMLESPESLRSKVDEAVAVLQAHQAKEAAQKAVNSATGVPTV
Rpn11 inh: Rpn11 (human) deubiquitinase inhibition; O00487; human 26S proteasome, Ub4-pepOG fluorescence polarization; 20S core pre-blocked with epoxomicin; calls only at 20 µM; hit rate 0.59% among 360,000; AID 588493;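 active = inhibition at 20 µM, scaled to each plate's controls, above about 33%, limit read from the data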
Active calls of the source: *; i = inactive; nt = not tested or not shown; & = joins results of further samples.

SMILES	MT1-MMP act inh	CSN inh	E coli Lon inh	Rin1 Abl inh	bovine MsrA act	FAS-TE inh	MsrA inh	PABP1 MLLE inh	Rpn11 inh
CN(C)S(=O)(=O)c1ccc(Cl)c(NC(=O)COC(=O)/C=C/c2cnc3ccccc3n2)c1	-5.7	3.5	4.9	-1.4	-1.4	-89.6	1.2	-22.8	i
COc1ccc2cc(C(=O)C3CCCN(C(=O)c4cc(=O)n(C)c(=O)n4C)C3)ccc2c1 (centres undefined)	-1.4	-1.5	0.2	-2.8	-3.2	-4.7	1.7	-10.5	i
CCOC(=O)C(NCCCO)c1ccccc1 (centres undefined)	7.0	3.4	-5.8	3.9	-0.3	-8.0	0.8	9.6	i
COc1ccc(N(CC(=O)NCCC2=CCCCC2)S(=O)(=O)c2ccc(C)cc2)cc1OC	0.1	-0.5	1.3	2.2	-2.7	15.7	-0.9	-1.7	i
CC(NC(=O)[C@H](C)NC(=O)c1ccco1)c1ccc(S(N)(=O)=O)cc1 (some centres undefined)	0.2	-0.6	8.8	2.2	-2.4	-2.5	-0.8	7.6	i
COc1ccccc1N1CCN(C2CCCCC2NS(=O)(=O)c2ccc(Cl)cc2)CC1 (centres undefined)	-4.4	2.3	25.4*	-1.8	-7.4	19.8	nt	7.4	i
O=C(Cn1ncc2c([nH]c3ccccc32)c1=O)N1CCc2ccccc2C1	1.5	2.6	0.7	2.7	-3.3	-3.2	0.9	6.1	i
CCOC(=O)Cc1csc(SCn2nnc3ccccc3c2=O)n1	0.8	-2.8	5.1	-5.5	-1.0	-1.3	-0.1	16.9	i
O=C(CSc1ccccc1F)NNC(=O)c1ccncc1	-0.7	-3.8	-1.5	1.1	-1.0	-5.7	0.3	17.9	i
CC(=O)OC1CCC(OC(C)=O)c2c1n([O-])c(C)c(C)[n+]2=O (centres undefined)	0.5	-0.8	-5.4	-0.7	5.6	-8.2	-0.2	0.0	i
O=S(=O)(c1ccc(Br)s1)N1CCN(c2ncccn2)CC1	-10.4	5.7	6.5	-2.5	-1.5	5.3	1.5	-18.9	i
COc1cc(/C=N/n2cnnc2)ccc1OS(=O)(=O)c1ccccc1[N+](=O)[O-]	-1.4	-2.0	5.3	2.0	-10.8	12.9	1.1	-12.9	i
Cc1nc(SCC#N)c2c(C)c(C)sc2n1	2.0	2.4	-6.8	-0.5	-2.4	1.8	-0.6	4.6	i
CN(CCO)CC(O)CN(c1ccccc1)c1ccccc1 (centres undefined)	2.0	0.4	-0.9	3.1	1.0	-3.7	1.5	-8.0	i
Clc1ccc(-c2noc3c2-c2nc(Cc4cccc5ccccc45)sc2CC3)cc1	3.1	-3.4	-2.1	3.0	-5.4	10.7	-1.0	6.7	i
COc1cc(NC(=O)C2CCC(CNc3c(N4CCC(C)CC4)c(=O)c3=O)CC2)cc(OC)c1 (centres undefined)	7.0&8.8	-0.8&-0.3	-0.6&2.5	3.4&4.0	-1.6&-4.4	-0.9&1.1	-0.1&-0.4	2.3&13.8	i
C/C(CC(C)C)=N/Nc1ccc([N+](=O)[O-])cc1[N+](=O)[O-]	27.0	2.4	11.6	-0.6	-4.5	35.0	10.9*	-10.2	i
COC(=O)c1nc2n(n1)C(c1ccccc1OC)C1=C(CCCC1=O)N2 (centres undefined)	0.2	2.4	0.0	-1.7	0.2	0.3	0.8	-0.8	i
O=C(CN1C(=O)NC2(CCCc3ccccc32)C1=O)NC1CCCCC1 (centres undefined)	1.2	-5.2	-13.3	1.0	-1.1	-5.5	-0.2	-4.3	i
CCCn1c(N)c(N(CCOC)C(=O)CSCC(=O)Nc2ccc(C)cc2)c(=O)[nH]c1=O	-3.5	-4.8	-7.5	1.1	-2.2	-5.0	-0.1	-9.8	i
Cc1ccc(-n2cccc2/C=C2\C(=N)N3N=C(C(C)C)SC3=NC2=O)cc1	-1.8	4.4	-5.9	-0.5	-0.7	19.1	0.7	-8.7	i
COc1ccc(CN2C(=O)c3cccnc3C2=O)cc1S(=O)(=O)NCc1ccco1	1.0	-0.1	-3.7	-2.6	-2.3	-4.6	0.3	8.1	i
CCCc1nc2sc3c(c2c(=O)n1NC(=O)c1ccco1)CC(C)(C)OC3	-3.6	3.5	1.0	-0.1	-9.9	-11.3	-0.6	-7.7	i
CCN(CC)S(=O)(=O)c1ccc2nnn(OCC(=O)Nc3cccc(C#N)c3)c2c1	10.8	4.7	18.1*	5.4	-0.9	10.8	-0.1	4.2	i
CCOc1ccc2nc(SCC(=O)NCC3CCCO3)sc2c1 (centres undefined)	4.3	3.8	2.9	-2.0	-2.8	-2.1	0.7	-4.3	i
CCCN(CCC)CCNC(=O)c1cc2c(=O)n(C)c3ccccc3c2n1C	0.7	6.5	-1.9	-1.7	-9.1	-6.9	0.2	-10.4	i
CCN(CC)CCN(C(=O)c1ccc2c(c1)CCCC2)c1nc2ccc(F)cc2s1	4.2	0.9	0.8	-1.3	-0.7	22.4	0.0	12.5	i
CNc1nc(Cl)nc2c1ncn2-c1ccccc1	1.1	2.3	-7.5	2.1	-2.1	-4.8	-0.2	-42.7	i
O=C(COc1ccccc1)Nc1ccc(C(=O)N2CCCC2)cc1	0.4	-0.3	10.4	-2.1	-7.8	-1.9	0.3	3.1	i
COc1cccc(C(=O)CC(=O)C(=O)Nc2cc(Cl)c(OC)cc2OC)c1	2.7	-2.2	-3.8	-5.0	-2.9	12.8	0.3	-1.5	i
O=C(c1cncc(Br)c1)N1CCCc2ccccc21	nt	-1.2	1.2	3.6	-11.6	-11.4	4.0	1.3	i
CS(=O)(=O)Nc1ccc(C2=NN(C(=O)c3ccccc3)C(c3cccs3)C2)cc1 (centres undefined)	-2.4	7.2	1.3	-0.1	-11.2	7.6	4.8*	-9.6	i
CCOc1ccc2c(c1)C(N(CCN1CCOCC1)C(=O)Nc1ccc(OC)cc1OC)CC(C)(C)O2 (centres undefined)	-1.6	1.8	-12.0	-3.8	-2.2	4.5	0.7	8.1	i
O=[N+]([O-])CC(c1ccccc1)P(=O)(c1ccccc1)c1ccccc1 (centres undefined)	-2.1	0.0	-3.5	0.9	-1.3	-5.8	-0.5	-9.7	i
O=C(NCc1ccccn1)c1ccc(=O)oc1	-6.2	4.5	-5.9	-0.4	-19.5	-7.3	4.4	11.6	i
COC(=O)C(CC(C)C)NC(=O)c1cc(OC)c(OC)c(OC)c1 (centres undefined)	4.9	8.1	-8.9	1.6	1.6	-3.6	0.9	3.9	i
CCOC(=O)C(CCCP(=O)(c1ccccc1)c1ccccc1)(NC(C)=O)C(=O)OCC	0.2	3.5	-1.2	-0.3	-2.8	-9.0	1.0	-6.4	i
Cn1c(SCc2c(F)cccc2Cl)nc2c(c1=O)SCC2	1.1	11.0	-4.8	1.0	-2.6	32.3	0.1	15.2	i
O=S1(=O)CCOC[C@H](Cc2ccccc2)N1Cc1ccccc1Br	-1.8	-3.2	-1.1	4.9	-5.0	20.5	0.2	-1.7	i
O=C(CN1CCN(Cc2ccccc2)CC1)c1ccc(Br)cc1	-0.1	0.7	-4.9	3.5	-1.4	-4.2	1.1	9.6	i

Looked up above:
`CN(CCO)CC(O)CN(c1ccccc1)c1ccccc1` (centres undefined) in PABP1 MLLE inh reads -8.0
`COc1ccc2cc(C(=O)C3CCCN(C(=O)c4cc(=O)n(C)c(=O)n4C)C3)ccc2c1` (centres undefined) in PABP1 MLLE inh reads -10.5
`CS(=O)(=O)Nc1ccc(C2=NN(C(=O)c3ccccc3)C(c3cccs3)C2)cc1` (centres undefined) in bovine MsrA act reads -11.2
`Cc1ccc(-n2cccc2/C=C2\C(=N)N3N=C(C(C)C)SC3=NC2=O)cc1` in CSN inh reads 4.4
`O=S(=O)(c1ccc(Br)s1)N1CCN(c2ncccn2)CC1` in bovine MsrA act reads -1.5

(list continues)
SMILES	MT1-MMP act inh	CSN inh	E coli Lon inh	Rin1 Abl inh	bovine MsrA act	FAS-TE inh	MsrA inh	PABP1 MLLE inh	Rpn11 inh
Cc1ccnc(NS(=O)(=O)c2ccc(NC(=O)CCc3ccccc3)cc2)n1	-4.0	-0.5	-4.2	-1.9	-8.9	-5.2	0.0	-5.1	i
CN(CC(=O)Nc1cccc(F)c1)C(=O)c1cc(-c2cccs2)nn1-c1ccccc1	5.5	0.5	6.9	-8.2	-7.8	21.3	0.7	-10.9	i
COc1ccc(-c2nc3ncccn3c2Nc2ccc3c(c2)OCCO3)cc1	11.6	4.3	-13.7	0.7	-1.7	2.0	0.7	3.6	i
CCC(=O)Nc1c(-c2cccs2)c(=O)c2ccccc2n1C	13.6	-0.8	7.5	-0.5	-2.0	-9.5	2.1	9.8	i
Cc1ccc(OCCSc2ncnc3nc[nH]c23)cc1	-6.6	14.6	0.8	-0.7	0.9	-20.7	-0.8	-6.6	i
Cc1cccc2cc3c(N)c(C(=O)Nc4ccc(N5CCOCC5)cc4)sc3nc12	-147.1	8.5	-8.9	0.6	-2.5	18.0	-1.5	-33.6	i
O=[N+]([O-])c1ccc(COc2cccc(CN3CCOCC3)c2)cc1	-1.9	1.7	7.5	-3.1	-0.6	21.2	0.0	17.1	i
O=C(Nc1nnc(-c2ccccc2)o1)c1cccc(S(=O)(=O)N2CCOCC2)c1	-0.2	1.2	-11.4	0.7	-1.0	-4.8	0.3	-17.8	i
Cc1ccc(N2C(=O)N(CC(=O)N3c4ccccc4CC3C)C(=O)C2C)cc1 (centres undefined)	5.8	0.5	-10.3	2.9	-1.1	9.1	-1.0	-9.0	i
CCn1cc(S(=O)(=O)CC(=O)Nc2ccc(OC)cc2)c2ccccc21	3.8	2.3	-0.2	4.1	-12.2	-7.5	0.0	-1.0	i

Printed as active in MsrA inh, of those listed so far:
molecule	MT1-MMP act inh	CSN inh	E coli Lon inh	Rin1 Abl inh	bovine MsrA act	MsrA inh	PABP1 MLLE inh	Rpn11 inh
C/C(CC(C)C)=N/Nc1ccc([N+](=O)[O-])cc1[N+](=O)[O-]	27.0	2.4	11.6	-0.6	-4.5	10.9*	-10.2	i
CS(=O)(=O)Nc1ccc(C2=NN(C(=O)c3ccccc3)C(c3cccs3)C2)cc1 (centres undefined)	-2.4	7.2	1.3	-0.1	-11.2	4.8*	-9.6	i

Following part
SMILES	MT1-MMP act inh	CSN inh	E coli Lon inh	Rin1 Abl inh	bovine MsrA act	FAS-TE inh	MsrA inh	PABP1 MLLE inh	Rpn11 inh
CC(OC(=O)C1COc2ccccc2O1)C(=O)c1ccccc1 (centres undefined)	-1.1	1.4	-12.0	-1.1	0.4	2.4	-0.9	-8.6	i
CC1CN(C(C)C(=O)NC(c2ccccc2)c2ccccc2)CC(C)O1 (centres undefined)	-3.7	-2.8	0.7	3.1	-2.6	-6.5	0.0	5.2	i
COc1ccc(/C=N/NC(=O)CNC(=O)/C=C/c2ccco2)cc1OC	2.1	-0.3	-9.1	-2.1	-2.5	-7.8	2.2	-6.6	i
Cc1ccc(NC2=C(Cl)C(=O)OC2OC(C)C)c(C)c1 (centres undefined)	-3.7	-1.8	5.0	2.9	-11.8	1.4	-0.8	7.1	i
COc1cc(NC(=O)c2ccc(NC3=NC4CS(=O)(=O)CC4S3)cc2)cc(OC)c1 (centres undefined)	5.0	-2.5	-0.9	1.2	-3.5	-2.0	0.0	-149.8	i
CCOCC(=O)Nc1ccc(S(=O)(=O)NCC2CCCO2)cc1 (centres undefined)	-2.3	-0.3	-2.8	0.8	0.0	-4.0	-0.2	1.8	i
CCCCNC(=O)c1ccc(CS(=O)(=O)c2ccc(C)cc2)o1	-0.3	-4.3	-4.0	3.6	-1.5	-3.0	0.2	5.6	i
O=[N+]([O-])c1ccc(CSc2ccc(-c3ccccn3)nn2)cc1	3.2	-5.5	3.4	1.2	-8.2	8.2	0.9	-7.3	i
COc1cccc(NC(=O)COC(=O)Cc2ccc(Br)cc2)c1	0.4	6.8	-2.9	5.0	-0.6	4.8	-1.2	2.4	i
